# From PubChem
# FH mod: Identification of activators of human fumarate hydratase by quantitative high-throughput screening | Fumarate hydratase, mitochondrial (Homo sapiens), P07954 | FH coupled MDH/diaphorase resazurin fluorescence, 15 min | Potency, µM (series often up to 79.9 µM), for the others: at the highest dose activity change, negative = inhibition, usual class: inhibitors | 0.22% of 54,000 active; note: potency is the fitted concentration of half-maximal effect; % is set by controls: 0 for no effect and ±100 for the full control effect; the screen sought activators but most active calls are inhibition curves; nearly all actives have a fitted effect of over 45% in size
# Target sequence (P07954 whole entry, looked up): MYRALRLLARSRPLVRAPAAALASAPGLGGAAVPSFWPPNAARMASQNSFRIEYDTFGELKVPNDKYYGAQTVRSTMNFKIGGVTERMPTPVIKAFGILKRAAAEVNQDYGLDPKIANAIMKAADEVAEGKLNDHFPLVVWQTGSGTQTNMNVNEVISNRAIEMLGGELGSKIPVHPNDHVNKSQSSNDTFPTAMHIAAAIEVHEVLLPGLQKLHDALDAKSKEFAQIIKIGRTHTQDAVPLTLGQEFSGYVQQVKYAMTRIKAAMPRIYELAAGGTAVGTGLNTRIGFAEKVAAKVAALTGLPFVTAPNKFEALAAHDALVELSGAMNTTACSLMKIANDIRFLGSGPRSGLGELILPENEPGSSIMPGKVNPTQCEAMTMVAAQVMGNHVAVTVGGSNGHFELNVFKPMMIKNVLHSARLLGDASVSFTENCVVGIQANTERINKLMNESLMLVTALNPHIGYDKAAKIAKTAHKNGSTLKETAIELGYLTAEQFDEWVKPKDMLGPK
# B2AR arrestin ag: qHTS assay of beta-arrestin-biased ligands of beta2-adrenergic receptor: NCGC Sytravon Library Screen; Beta-2 adrenergic receptor (Homo sapiens), P07550; HTLA Tango cells, beta-arrestin recruitment, luciferase luminescence, 18 h; Potency, µM (series often up to 46.1 µM), for the others: at the top dose activation, actives largely listed as activators; 44,000 tested, under 10 active; AID 1347077, 2019;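 note: potency is the fitted concentration of half-maximal effect; 0% = DMSO and full agonism = EC100 isoproterenol or metaproterenol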
# Target sequence (P07550 whole entry, looked up): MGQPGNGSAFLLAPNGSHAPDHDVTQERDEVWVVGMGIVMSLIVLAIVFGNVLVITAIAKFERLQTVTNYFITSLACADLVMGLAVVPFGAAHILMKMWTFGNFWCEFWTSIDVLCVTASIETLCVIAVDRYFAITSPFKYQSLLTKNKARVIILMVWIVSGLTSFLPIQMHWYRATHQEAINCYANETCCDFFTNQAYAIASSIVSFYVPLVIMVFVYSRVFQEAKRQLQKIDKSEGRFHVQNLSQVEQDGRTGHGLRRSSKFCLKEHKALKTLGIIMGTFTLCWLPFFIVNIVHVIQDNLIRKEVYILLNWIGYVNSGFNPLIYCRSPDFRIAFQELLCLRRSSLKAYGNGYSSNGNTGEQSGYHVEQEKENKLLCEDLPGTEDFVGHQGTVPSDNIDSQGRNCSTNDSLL
#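 Tango cell line, 1% FBS DMEM; cpd titration up to 46 microM; 18 hr, 37 degrees C, 5% CO2. Luciferin/ATP substrate mix added, 15 min RT, luminescence. %Activity, CRC fitting, curve-class categorization.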
# GALK inhibitor: qHTS Assay for Inhibitors of Human Galactokinase (GALK): NCGC Sytravon Library Screen. P51570. recombinant GALK, Kinase-Glo ATP luminescence, 1 h. Potency, µM (top dose mostly 57.5 µM), for inactives: at the top dose activity, negative = inhibition, hits mostly inhibitors. 44,000 tested, under 10 active. AID 1347072, 2019;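 note: plate controls were full GALK reaction for no effect and reaction lacking GALK for full effect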
#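 Compounds were pinned into ATP buffer, then GALK-galactose mix was added (final 5 nM enzyme, 35 uM ATP, 100 uM galactose, pH 8.0). After 1 h at room temperature, Kinase-Glo Plus was added and luminescence read.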
# TSG101-PTAP inh: qHTS Validation Assay for Inhibitors of HIV-1 Budding by Blocking the Interaction of PTAP/TSG101: Sytravon Library Screen. Fluorescence polarization, FITC-PTAP peptide/Tsg101, 20 min. Tumor susceptibility gene 101 protein (Homo sapiens), Q99816. 44,000 tested, under 10 active. AID 1347069, 2019. Potency, µM (highest dose often 115 µM), inactives show at the top dose activity change, negative = inhibition, most hits filed as inhibitors; note: potency is the fitted concentration of half-maximal effect; 0% is about no effect
#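 Fluorescence polarization binding of Tsg101 binding domain (10 uM final) to FITC-labeled PTAP-motif peptide (50 nM final) in HEPES pH 7.5/NaCl/Tween 20/EDTA/TCEP buffer; 20 min at r.t. Actives by curve class, <25 µM, efficacy <60% inhibition.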
# NTMT1 inh: Primary qHTS for Inhibitors of N-terminal methyltransferase 1 (NTMT1): MTaseGlo Assay. Potency, µM (doses to about 114 µM), inactives show top-dose activity change, negative = inhibition, hits mostly inhibitors. N-terminal Xaa-Pro-Lys N-methyltransferase 1 (Homo sapiens), Q9BV86. NTMT1 MTase-Glo SAH luminescence, purified enzyme. 2.5% of 59,000 active;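 note: potency is the fitted concentration of half-maximal effect; plate controls were DMSO vehicle for no effect and no enzyme for full effect; nearly all actives have a fitted effect of over 65% in size; many of its hits are not listed in these tables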
# p53null 32C tox: qHTS Screen for Compounds that Selectively Target Cancer Cells with p53 Mutations: Cytotoxicity of p53 Null Cells at the Permissive Temperature | H1299-neo p53 null cells, ATP luminescence, 24 h, 32C | 0.62% of 55,000 active | Potency, µM (titrated, usually from 46.1 µM), for the others: at the top dose activity change, negative = cytotoxicity, most hits filed as cytotoxic;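 note: potency is the fitted concentration of half-maximal effect; 0% = DMSO only and -100% = full killing by 100 µM tamoxifen; nearly all actives have a fitted effect of over 55% in size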
#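 Cytotoxicity: H1299-neo (no p53), 32C, 24 h treatment. Concentrations up to 46 uM. Readout cellular ATP, luminescence. Normalization to DMSO basal and tamoxifen 100 uM maximal kill.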
# p53null 39C kill: qHTS Screen for Compounds that Selectively Target Cancer Cells with p53 Mutations: Cytotoxicity of p53 Null Cells at the Nonpermissive Temperature | AID 904, 2007 | Potency, µM (titrated, usually from 46.1 µM), for the others: at the top dose activity, negative = cell killing, hits mostly cytotoxic | H1299 p53-null (neo) cells, 39C, ATPlite viability, 24 h | 0.97% of 55,000 active;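 note: potency is the fitted concentration of half-maximal effect; 0% = DMSO only and -100% = full killing by 100 µM tamoxifen; nearly all actives have a fitted effect of over 50% in size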
#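 Following overnight plating at 37C (600 cells/well), H1299-neo or H1299-p53A138V cells are dosed up to 46 uM. Incubation lasts 24 hr at 39C before ATP detection.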
# Starred values were filed as active, the others as inactive; ? = inconclusive; . = no result given; [ ] = dose if it differs, or a comment. Calls come from the whole dose curve; as a rule, active = well fitted curve in the direction sought with a large enough effect; inconclusive = small, poorly fitted or top-dose-only effect, or another doubt; inactive = no such curve, though single readings can be large; an effect the other way counts as inactive or inconclusive. This is a subset, so the mix of outcomes need not match the whole.
# Below each SMILES – FH mod	GALK inhibitor	B2AR arrestin ag	TSG101-PTAP inh	p53null 32C tox	NTMT1 inh	p53null 39C kill
> COC(=O)c1c(NC(=O)c2ccc(S(=O)(=O)N3CCCCC3)cc2)sc2c1CCN(C)C2
→ ?	0%	0%	-5%	-18%	6%	-1%
> COc1ccccc1CNC(=O)c1ccc2c(c1)nnn2C1CCCC1
→ -13%	1%	3%	-1%	-1%	-5%	-27%
> COc1cccc(NC(=O)Cn2cc(C(=O)C3CCCCC3)c3ccccc32)c1
→ -26%	3%	-2%	-6%	3%	-2%	6%
> Cc1cccc(NS(=O)(=O)c2ccc3[nH]c(=O)[nH]c3c2)c1C
→ -22%	1%	1%	-2%	2%	3%	-13%
> Cc1ccccc1OCCCCn1nnc2sc3c(c2c1=O)CCC(C)C3 (stereo unspecified)
→ -9%	-7%	-1%	5%	-8%	9%	-23%
> CC(=O)c1c(C)nc2nc(-c3ccccc3)nn2c1C
→ 1%	-1%	-2%	-4%	.	13%	.
> COc1ccc(C)c2sc(NC(=O)c3ccc(S(=O)(=O)N4CCOCC4)cc3)nc12
→ 4%	?	0%	-6%	-2%	6%	-6%
> Cc1cc(C)cc(NC(=O)Cc2csc(COc3cccc(C)c3)n2)c1
→ 8%	7%	-4%	5%	-7%	0%	?
> O=C1COc2cc(S(=O)(=O)CCC(=O)N3CCN(c4cccc(Cl)c4)CC3)c(Cl)cc2N1
→ -7%	-3%	4%	-4%	-6%	1%	?
> COc1ccccc1C(=O)Nc1ccccc1OCc1cc(=O)n2ccccc2n1
→ -20%	-2%	-1%	0%	-4%	7%	-14%
> Cc1ccc(-n2nc(C(=O)N(C)c3ccccc3Cl)c3c4ccccc4n(C)c3c2=O)cc1
→ -14%	7%	-2%	-1%	27%	23%	12%
> Cc1nc2cc(-c3cccc(F)c3)nn2c(C)c1CCC(=O)Nc1ccccc1C(N)=O
→ 11%	-1%	1%	-1%	-2%	?	-17%
> Cc1ccc(-n2c(=O)c3c(cnn3C)n(CC(=O)Nc3c(C)cccc3C)c2=O)cc1
→ 3%	-2%	1%	-2%	-1%	8%	5%
> CCCCc1ccc(-n2nc3cc(C)c(NC(=O)Cc4ccccc4)cc3n2)cc1
→ 3%	0%	-2%	0%	-7%[9.22 µM]	79µM*	1%
> CCOc1ccc(CCNc2nc3ccccc3n3c(C)nnc23)cc1OCC
→ -8%	2%	1%	-8%	8%	5%	-7%
> Cc1ccc(NC(=O)CCCN2C(=O)COc3ccc(C)cc32)c(C)c1
→ -10%	0%	-1%	1%	4%	-1%	-8%
> COc1ccc2cc3c(N)nn(C(=O)c4ccc(F)cc4Cl)c3nc2c1
→ -17%	7%	1%	-1%	-2%	-16%	-13%
> C=CCc1ccccc1OCCSc1nc(-c2cccs2)nc2cc(=O)[nH]n12
→ .	-4%	0%	1%	-4%	.	1%
> Cc1cc2n(n1)CCC(=O)N2Cc1ccc(C(=O)Nc2ccc(F)cc2F)cc1
→ -16%	3%	-1%	4%	11%	-2%	23%
> CCOC(=O)C1CCCN(C(=O)c2ccc(C)c(NC(=O)c3nsc4ccccc34)c2)C1 (stereo unspecified)
→ -2%	1%	-1%	-2%	-2%	8%	23%
> Cc1cccc(C)c1Nc1c(-c2ccc(N3CCOCC3)cc2)nc2ncccn12
→ ?	1%	0%	7%	-5%	-10%	-8%
> Cc1cc(NC(=O)c2ccc(-c3ccc(Cl)cc3)o2)cc(-c2nc3ncccc3o2)c1O
→ -1%	10%	0%	0%	.	16%	.
> Fc1ccc(-c2noc3ncnc(NCc4ccc(Cl)cc4)c23)cc1
→ -3%	1%	0%	-5%	5%	3%	4%
> Cc1ccccc1NC(=O)CSc1nc(-c2ccco2)nc2cc(=O)[nH]n12
→ .	-4%	9%	-3%	-4%	.	13%
> COc1ccccc1CN1CCC(CNC(=O)c2cnn(-c3ccccc3Cl)c2C2CCN(C(=O)OC(C)(C)C)CC2)CC1
→ -11%	0%	0%	-9%	8%	-10%	-22%
> COc1cccc(-n2c(=O)c3c4c(sc3n(Cc3ccccc3C#N)c2=O)CCCC4)c1
→ -5%	-6%	1%	1%	6%	-1%	-1%
> CCCn1cc(S(=O)(=O)c2cc(C)ccc2C)c(=O)c2cc(F)c(N3CCCCCC3)cc21
→ -15%	-8%	1%	-1%	5%	-1%	-9%
> O=C(CSc1nc(=O)[nH]c2c1CCCC2)NCc1ccccc1
→ -1%	-3%	2%	-6%	15%	-12%	-14%
> CSc1ccc(CCNC(=O)c2ccc3c(c2)nc2n3CCC(C)C2)cc1 (stereo unspecified)
→ ?	0%	-1%	-3%	1%	4%	-16%
> O=C(CSc1ncc(CO)n1Cc1ccccc1)Nc1ccc(C(F)(F)F)cc1
→ -24%	5%	-1%	-12%	-17%	14%	5%
> Cc1ccc(NC(=O)c2ccc(NC(=O)N3CCSc4ncccc43)cc2)c(C)c1
→ 2%	3%	-1%	-1%	-6%	?	-13%
> COCCCNc1nc2cc(OC)c(OC)cc2c2nc(-c3ccccc3)nn12
→ -14%	1%	1%	-8%	3%	?	-21%
> COC(=O)c1ccccc1NC(=O)c1cnc(Nc2ccc(OC)cc2)c2ccccc12
→ ?	2%	-2%	0%	4%	-6%	-4%
> O=C(CSc1nc(-c2ccccc2)[nH]c1-c1ccc(F)cc1)NC1CCCC1
→ -12%	0%	-1%	-5%	3%	2%	5%
> COc1ccc(NC(=O)Cn2c(=O)n(Cc3ccco3)c(=O)c3cc(OC)c(OC)cc32)cc1
→ -26%	3%	1%	2%	8%	-17%	?
> CC(=O)N1c2ccc(S(=O)(=O)NCC3CCC(C(=O)Nc4cccc(C)c4C)CC3)cc2CC1C (stereo unspecified)
→ -8%	-7%	0%	1%	1%	?	-12%
> Cc1ccc(OCC(=O)Nc2cccc(C(=O)OCc3cc(=O)n4c(C)csc4n3)c2)cc1
→ -17%	1%	-1%	-1%	-23%	?	?
> Cc1cc(C)c2oc(C(=O)Nc3nc4ccc(Cl)cc4s3)cc(=O)c2c1
→ 0%	2%	-1%	-11%	4%	9%	13%
> CCC(CC)C(=O)OCc1cc(=O)n2nc(C3CC3)sc2n1
→ -12%	4%	-1%	0%	-4%	-3%	3%
> Cc1ccc(S(=O)(=O)NCCc2csc3nc(-c4ccccc4F)nn23)cc1C
→ -1%	-1%	1%	-1%	3%	10%	16%
> CCOc1ccccc1C(=O)NCc1ccc2c(c1)CCN2C(C)=O
→ 4%	-5%	-2%	-6%	4%	-2%	15%
> CC(C)CCNC(=O)c1ccc(Cn2c(=O)c3cccn3c3cccnc32)cc1
→ 10%	?	-1%	-1%	-4%	-5%	-20%
> Cc1ccc(NC(=O)CC2Nc3ccccc3NC2=O)cc1C (stereo unspecified)
→ 0%	-1%	1%	-16%	-5%	-5%	-16%
> Cc1ccc(-n2nc(C)c3c(C(=O)Nc4ccc(Br)c(C)c4)cc(C)nc32)cc1
→ -10%	-6%	1%	-2%	6%	-2%	-10%
> Cc1ccc(S(=O)(=O)N(CCc2ccccc2)CC(=O)Nc2ccccc2C)cc1
→ ?	1%	2%	0%	19%	11%	18%
> O=C(Nc1sc2c(c1C(=O)NCc1ccco1)CCCC2)c1cc(=O)c2cc(Cl)ccc2o1
→ 1%	0%	-1%	-2%	-3%	-11%	4%
> CCCS(=O)(=O)c1nc(S(=O)(=O)c2ccc(C)cc2)c(N(C)Cc2ccccc2)s1
→ -13%	6%	-4%	3%	7%	10%	-4%
> Cc1ccc(/C=C/C(=O)N2CCC(c3nc4ccccc4o3)CC2)cc1
→ -6%	-5%	-3%	0%	-12%	-1%	-15%
> O=C(NCc1ccccc1Cl)c1ccc2c(c1)N(Cc1ccccc1)C(=O)c1ccccc1S2
→ -15%	0%	3%	-6%	5%	1%	4%
> Cc1ccccc1CNC(=O)CCCn1ncn2c(cc3occc32)c1=O
→ -4%	-12%	-2%	-6%	-1%	8%	4%
> Cc1c(-c2ccccc2)c(=O)oc2c(CN3CCN(C)CC3)c(O)ccc12
→ 5%	1%	-2%	-1%	-6%	-7%	18%
> COc1ccc(NC(=O)Cc2csc(COc3cccc(C)c3)n2)c(OC)c1
→ -25%	-1%	1%	-3%	-11%	8%	-2%
> O=C(Nc1cc(Cl)ccc1O)c1cc(-c2ccc3c(c2)OCO3)on1
→ .	0%	1%	1%	-9%	.	5%
> Cc1ccc2c(c1)sc1nc(-c3cc4cc(Cl)ccc4oc3=O)cn12
→ 3%	0%	-3%	-1%	-6%	3%	1%
> CCc1cc(C(=O)Nc2cnn(Cc3ccccc3C)c2)no1
→ -12%	-2%	-2%	-2%	-5%	9%	-15%
> CCC(C)NS(=O)(=O)c1ccc(N2CCCCS2(=O)=O)cc1 (stereo unspecified)
→ -9%	4%	1%	4%	?	-7%	3%
> COc1ccccc1NC(=O)C1=C(C)Nc2nc(SCc3ccccc3Cl)nn2C1c1ccncc1 (stereo unspecified)
→ -3%	0%	0%	-5%	3%	6%	2%
> O=C(NCCc1ccccc1)c1cc(-c2ccc(Br)cc2)on1
→ -4%	-13%	0%	-4%	3%	-3%	7%
> O=S(=O)(c1ccc(F)cc1)N1CCC(Oc2cccc(C(F)(F)F)c2)CC1
→ -9%	3%	-2%	0%	-14%	4%	?
> CCOc1ccc2nc(N3CCCC(C(=O)NCCCOC)C3)sc2c1 (stereo unspecified)
→ 0%	6%	0%	0%	?	-7%	?

# Next section.
# Below each SMILES – FH mod	GALK inhibitor	B2AR arrestin ag	TSG101-PTAP inh	p53null 32C tox	NTMT1 inh	p53null 39C kill
> CCOc1ccc(NS(=O)(=O)c2ccc3[nH]cc(C(=O)NCc4ccccc4)c(=O)c3c2)cc1
→ -6%	-2%	1%	1%	-8%	0%	-18%
> CSc1cccc(NC(=O)N2CCN(S(=O)(=O)c3ccc4c(ccn4C)c3)CC2)c1
→ -16%	-12%	-1%	-2%	3%	7%	10%
> CCOc1ccc(C(=O)N2CCN(Cc3cc(=O)n4nc(-c5cccc(OC)c5)sc4n3)CC2)cc1
→ -15%	-4%	2%	0%	14%	8%	-8%
> Cc1ccc2nc(N(CCCN(C)C)C(=O)c3ccco3)sc2c1
→ -7%	0%	-1%	1%	-13%	-2%	-18%
